CCT chaperon mod – cytosolic chaperonin activity modulation | purified chaperonin ATPase assay, HTRF ADP detection, 30 min | activity change, % (no concentration beside the values), hits read low | actives 0.3% (n = 360,000) | AID 651819; in the data active = activity change below about -30%; also: % is scaled to controls: 0 for no effect and ±100 for the full control effect
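Enzyme 40 or 20 nM (batch-dependent) in Tris pH 7.4/KCl/MgCl2/DTT; cpd 76 uM single point; ATP 10 uM; 30 min 37 °C; Transcreener ADP HTRF detection, 30 min RT; ratio 665/615.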
Nrf2 activator – activators of Nrf2 (ARE) signaling | AREc32 ARE-luciferase reporter (MCF7-derived line), luminescence, 24 h | Potency, µM (highest dose often 46.1 µM), for inactives: at the top dose activation, hits mostly activators | actives 0.31% (n = 410,000) | AID 624171; also: potency is read from the fitted curve at half-maximal effect; % of control where 0% means no effect; nearly all actives have a fitted effect of over 65% in size
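For detection, Steady-Glo was added and plates sat 30 min at RT; before that, AREc32_Fluc cells grown overnight in OPTI-MEM/5% FBS had been treated with 23 nL compound for 24 hr at 37 deg C.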
Mm-Cpn inhibitor – M. maripaludis TRiC chaperonin inhibition; AID 504842; actives 0.031% (n = 330,000); purified Mm-Cpn ATPase, ADP Transcreener TR-FRET; Potency, µM (titrated, usually from 76.9 µM), for inactives: at the highest dose activity, negative = inhibition, hits mostly inhibitors; also: potency is read from the fitted curve at half-maximal effect; % is scaled to controls: 0 for no effect and ±100 for the full control effect; nearly all actives have a fitted effect of over 80% in size
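ATPase read-out: TR-FRET ADP immunoassay (anti-ADP Eu cryptate vs ADP-d2), ex 320 nm, em 590/665 nm; signal drops as ADP forms. Enzyme 25 nM, ATP 10 uM, 30 min at 37°C after 10 min compound preincubation.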
Nrf2 block – inhibitors of Nrf2 signaling; A549 ARE-Fluc reporter, luciferase luminescence, 18-24 h; Potency, µM (top dose mostly 46 µM), for inactives: at the highest dose activity change, negative = inhibition, hits mostly inhibitors; AID 504444; actives 2.1% (n = 360,000); also: potency is read from the fitted curve at half-maximal effect; % is scaled to controls: 0 for no effect and ±100 for the full control effect; nearly all actives have a fitted effect of over 60% in size
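Reporter: ARE-Fluc in A549. Exposure: 18-24 h, 37 °C, 5% CO2, 5% FBS OPTI-MEM. Readouts: fluorescent cytotoxicity (CellTiter-Fluor), then luminescent Nrf2 signal after BugLite.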
Abeta rescue – restores growth of yeast expressing A-beta42 peptide | yeast expressing A-beta42, growth rescue, OD600, 48 h; response scale: 0% DMSO, 100% iron-clioquinol control | AID 1347071 | Potency, µM (titrated, usually from 46.1 µM), for the others: at the highest dose growth rescue, usual class: activators | actives 0.063% (n = 410,000); also: potency is read from the fitted curve at half-maximal effect; nearly all actives have a fitted effect of over 55% in size
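Growth rescue measured by 600 nm absorbance after 48 h yeast culture at 30 C with compound. Values normalized between DMSO and an equimolar ferric chloride plus clioquinol control.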
pAkt inh – Akt phosphorylation inhibition | Neuro2A IGF-stimulated pAkt S473 HTRF, 20 min; active compounds read low | activity change, % for hits at 50 µM | actives 0.32% (n = 360,000) | AID 651550; in the data active = activity change below about -80%; inconclusive = mostly about -51% to -80%; also: % is scaled to controls: 0 for no effect and ±100 for the full control effect
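Neuro2A cells (4,500/well, DMEM with 0.5% FBS) were treated with compound at a single 50 µM final concentration, stimulated with 6 nM IGF for 20 min at 37 °C, and lysed. Phospho-Akt Ser473 was read by HTRF as 665/615 ratio ×10^4.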
HepG2 tox – HepG2 cytotoxicity, counter-screen for TGF-b inhibitors; HepG2 CAGA-GFP viability, ATP luminescence, 18 h; actives 0.76% (n = 410,000); AID 588856; Potency, µM (series often up to 46.1 µM), inactives show at the top dose activity change, negative = cytotoxicity, hits mostly cytotoxic; also: potency is read from the fitted curve at half-maximal effect; some results filed as inactive show a strong effect at the top dose
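HepG2 CAGA-GFP cells (1000/well, DMEM with 1% FBS) received compound, then TGF-beta at 500 pg/mL final, and were incubated 18 hours at 37 degrees C. Viability was read by CellTiter-Glo luminescence. Media-only wells were set as complete cell-killing and DMSO as no toxicity.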
A549 tox – kills or reduces viability of A549 cells in Nrf2 counter-screen; A549 ARE-Fluc cells, CellTiter-Fluor viability, 18-24 h; Potency, µM (top dose mostly 46 µM), without a hit: at the top dose activity change, negative = cytotoxicity, usual class: inhibitors; actives 0.16% (n = 390,000); AID 504648; also: potency is read from the fitted curve at half-maximal effect; % is scaled to controls: 0 for no effect and ±100 for the full control effect
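Cytotoxicity counterscreen: CellTiter-Fluor fluorescence was measured in A549 ARE_Fluc cells after 18-24 h of compound exposure in a concentration series. The subsequent BugLite luminescent read reports ARE-luciferase activity.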
TGFb SMAD3 inh – blocks TGF-b signaling; HepG2 CAGA-GFP TGF-b/SMAD3 reporter, GFP fluorescence, 18 h; TGF-beta stimulated, 500 pg/mL final; Potency, µM (titrated, usually from 46.1 µM), without a hit: at the top dose activity, negative = inhibition, most hits filed as inhibitors; actives 1.2% (n = 410,000); AID 588855; also: potency is read from the fitted curve at half-maximal effect; % is scaled to controls: 0 for no effect and ±100 for the full control effect; nearly all actives have a fitted effect of over 65% in size
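Cell-based qHTS in HEPG2 carrying a CAGA-GFP Smad reporter; compounds added before 500 pg/mL final TGF-beta, 18 h incubation at 37 degrees C, GFP fluorescence quantified per cell by imaging cytometry.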
* = called active by the depositor; i = inactive; ? = inconclusive; nt = no result given; & = joins results of further samples; [ ] = remark or other dose. Unless noted, calls follow the shape of the dose curve; as a rule, active = well fitted curve in the direction sought with a large enough effect; inconclusive = small, poorly fitted or top-dose-only effect, or another doubt; inactive = no such curve, though single readings can be large; an effect the other way counts as inactive or inconclusive. An unsorted share of the library. About 4.3% of those tested had a hit in this group.

SMILES	CCT chaperon mod	Nrf2 activator	Mm-Cpn inhibitor	Nrf2 block	Abeta rescue	pAkt inh	HepG2 tox	A549 tox	TGFb SMAD3 inh
COc1ccccc1NC(=O)Nc1nc(CC(=O)Nc2ccc(N(C)C)cc2)cs1	0.6	9.5%	-6%	?	12%	i	2%	-11%	-4%
CCCN1CCN(CCCNC(=O)c2ccc3c(c2)sc2nc(-c4ccc(C)cc4)cn23)CC1	nt	6.4%	nt	9%	-28%	nt	-64%	0%	?
Cc1ccc(C(=O)Nc2ccc(CN3CCCCC3)cc2)c(C)c1	-4.7	0.4%	-1%	?	-11%	i	-4%	4%	11%
O=C(NCc1ccccc1)c1ccc(-c2ccc(F)c(F)c2)c2ccoc12	-1.3	6.6%	nt	nt	-16%	i	-20%	nt	3%
NC(=O)CC(NC(=O)Cc1ccc(Cl)cc1)c1ccc(NCCOc2ccccc2)c([N+](=O)[O-])c1 (stereo not given)	0.7	1.2%	-1%	-23%	9%	i	-15%	-11%	?
COC(=O)CC1C(=O)NCCN1C(=O)c1ccc([N+](=O)[O-])cc1 (stereo not given)	-0.4	0.4%	0%	-2%	?	i	12%	3%	3%
CCCCCCCCCCCCN1C(=O)CSC1c1cccnc1 (stereo not given)	0.1	-0.3%	1%	?	9%	i	-35%	0%	?
COc1ccc2oc(C(=O)Nc3nc(C)cs3)c(C)c2c1	2.4	23%	-13%	?	-15%	i	-33%	5%	-5%
COc1ccc(CCn2c(=N)c(C(=O)NCc3ccco3)cc3c(=O)n4cccc(C)c4nc32)cc1	-0.5	1.8%	-2%	-12%	10%	i	-5%	-17%	174%[activator]
Cc1ccc(NC(=O)CSCC(=O)NNC(=O)c2ccoc2C)cc1	2.8	0.1%	-1%	11%	-3%	i	-22%	0%	11%
C[C@H](NS(=O)(=O)c1ccc(Cl)cc1)C(=O)OCC(=O)NCCc1ccc(S(N)(=O)=O)cc1	-2.8	-0.1%	nt	-9%	-6%	i	-2%	-2%	-2%
O=C(CCC(=O)c1ccc(Br)cc1)Nc1ccc(F)cc1	0.0	2.0%	0%	2%	6%	i	-21%	-5%	-3%
Cn1c(Cn2c(=O)sc3ccccc32)nnc1SCC(=O)N1CCN(c2ccccc2)CC1	-2.5	-1.6%	-1%	-7%	-11%	i	2%	2%	16%
Cc1cc(/C=C2/NC(=O)N(Cc3ccccc3F)C2=O)c(C)n1C	1.0	-0.1%	0%	13%	-5%	i	5%	-5%	9%
COC(=O)CSc1ncnc2c(C)csc12	0.6	-0.9%	1%	0%	4%	i	-33%	-13%	-5%
Cn1cc(-c2coc3c(C(=O)NCc4cccc(Cl)c4)cccc23)cn1	-2.5	1.2%	nt	nt	-11%	i	-11%	nt	-14%
COc1c(N)c2c(c([N+](=O)[O-])c1OC)C(=O)OC2	2.8	-0.5%	nt	?	13%	i	2%	-11%	2%
O=C(COc1cc2oc(=O)c3c(c2cc1Cl)CCC3)NCCCn1ccnc1	0.6	-0.3%	2%	8%	-4%	nt	-17%	-1%	-4%
CC(C)c1ccc(NC(=O)[C@H](Cc2c[nH]c3ccccc23)NC(=O)[C@@H]2Cc3ccccc3CN2)cc1	2.6	7.0%	1%	?	-5%	i	-59%	-15%	?
CCCN1CCC(=O)N([C@H](COc2ccccc2)c2ccccc2)CC1	-0.7	5.4%	-3%	6%	-4%	i	-20%&-1%	-7%	?

A stretch from further up:
SMILES	CCT chaperon mod	Nrf2 activator	Mm-Cpn inhibitor	Nrf2 block	Abeta rescue	pAkt inh	HepG2 tox	A549 tox	TGFb SMAD3 inh
COC(=O)CSc1ncnc2c(C)csc12	0.6	-0.9%	1%	0%	4%	i	-33%	-13%	-5%
Cn1cc(-c2coc3c(C(=O)NCc4cccc(Cl)c4)cccc23)cn1	-2.5	1.2%	nt	nt	-11%	i	-11%	nt	-14%

The listing picks up, starting five compounds before the break.
SMILES	CCT chaperon mod	Nrf2 activator	Mm-Cpn inhibitor	Nrf2 block	Abeta rescue	pAkt inh	HepG2 tox	A549 tox	TGFb SMAD3 inh
Cn1cc(-c2coc3c(C(=O)NCc4cccc(Cl)c4)cccc23)cn1	-2.5	1.2%	nt	nt	-11%	i	-11%	nt	-14%
COc1c(N)c2c(c([N+](=O)[O-])c1OC)C(=O)OC2	2.8	-0.5%	nt	?	13%	i	2%	-11%	2%
O=C(COc1cc2oc(=O)c3c(c2cc1Cl)CCC3)NCCCn1ccnc1	0.6	-0.3%	2%	8%	-4%	nt	-17%	-1%	-4%
CC(C)c1ccc(NC(=O)[C@H](Cc2c[nH]c3ccccc23)NC(=O)[C@@H]2Cc3ccccc3CN2)cc1	2.6	7.0%	1%	?	-5%	i	-59%	-15%	?
CCCN1CCC(=O)N([C@H](COc2ccccc2)c2ccccc2)CC1	-0.7	5.4%	-3%	6%	-4%	i	-20%&-1%	-7%	?
O=C(O)C1=C[C@@H](c2csc3ccccc23)C[C@@H](OCc2ccc(CO)cc2)O1	-0.8	1.0%	nt	5%	-14%	i	-4%	7%	?
CCc1cc2cc(C(=O)Nc3ccccc3F)sc2s1	-0.6	-0.3%	-11%	nt	20%	nt	2%	-5%	-22%
Cc1[nH]n(C2=NCCS2)c(=O)c1N=Nc1ccccc1	-1.3	2.4%	0%	0%	-20%	i	7%	-14%	-2%
CCOc1ccc(NCc2nnc(SCc3ccc(Cl)cc3)n2-c2ccccc2)cc1	-1.1	2.7%	2%	?	-6%	i	-19%	?	?
COc1ccc(CCNc2oc(-c3ccccc3OC)nc2C#N)cc1OC	0.5	2.9%	-1%	-3%	3%	i	-20%	0%	?
COc1ccc(CCNC(=O)CN(Cc2ccc(Cl)cc2)S(C)(=O)=O)cc1	-2.9	-0.8%	-1%	-3%	1%	i	-6%	0%	-6%
Cc1cc(C(=O)NCc2cc(C)n(C)n2)sc1-c1ccccc1	-3.3	3.3%	-7%	?	17%	i	-20%	-3%[1.84 µM]	-8%
Fc1cc(Cl)ccc1NC1=NCCCCC1	-0.9	-0.5%	4%	-7%	-1%	i	5%	-8%	14%
Cc1ccc(S(=O)(=O)Nc2ccc3c(c2)C(=O)N([C@H](C)CO)C[C@H](C)[C@@H](CN(C)Cc2ccc(-c4ccccc4)cc2)O3)cc1	-0.1	-0.3%	0%	?	8%	i	-16%	?	10µM*
COC(=O)c1ccc(-c2csc(NC(=O)c3c(C)noc3C)n2)cc1	-0.7	-0.4%	-7%	-6%	8%	i	13%	-9%	1%
COc1ccc(OC(C)C(=O)N2CC(C)OC(C)C2)cc1 (stereo not given)	1.7	-0.2%	0%	2%	5%	i	-11%	1%	7%
CC(C)(C)CN1CCNC(=O)C1CC(=O)N1CCC(C(=O)N2CCOCC2)CC1 (stereo not given)	-0.9	0.0%	-1%	3%	-8%	i	-2%	4%	-6%
Cc1cc(Cl)n2c(nc3cc(F)c(F)cc32)c1C#N	0.1	6.0%	-6%	16%	-85%[inhibitor]	i	-28%	-20%	6.3µM*
COc1ccc(-c2cc(C(=O)Nc3cc(C)nn3-c3ccccc3)no2)cc1	-0.5	2.6%	-1%	10%	5%	i	-21%	-5%	3%
O=[N+]([O-])c1ccc(C[n+]2cccc(O)c2)cc1	0.5	0.2%	0%	4%	2%	i	-2%	-4%	7%
COc1ccc2c(C)c(CC(=O)NCCc3ccccc3)c(=O)oc2c1OC	nt	0.0%	nt	-29%	-2%	nt	1%	-3%	-5%
CCOc1cc(C(=O)Nc2nnc(C)s2)cc(OCC)c1OCC	0.9	2.5%	-4%	2%	6%	i	-18%	-5%	-7%
COCCNC(=O)C1(C)Cc2c(-c3cccc(NC(C)=O)c3)ccnc2O1 (stereo not given)	-0.1	-0.7%	nt	nt	-10%	nt	9%	nt	26%
COCCn1cnc2c(c1=O)c1nc3ccccc3nc1n2/N=C/c1ccco1	-0.8	-0.9%	-5%	-8%	-13%	i	-15%	2%	0%
C=CCn1c(-c2cnn(-c3ccccc3)c2N)n[nH]c1=S	0.3	-0.3%	3%	2%	-5%	i	16%	5%	14%
C=CCn1c(O)c2ccc(C(=O)N=NC(=O)COc3ccccc3F)cc2c1O	4.1	-0.4%	-3%	1%	12%	i	-9%	2%	1%

High-throughput results deposited in PubChem by National Center for Advancing Translational Sciences (NCATS).
